Screening results from PubChem BioAssay.
Growth percent in the NCI-60 one-dose screen (48 h, 10 µM unless noted): 100 = growth as untreated, 0 = no growth, -100 = all killed.
EKVX: EKVX NSCLC. 71,000 compounds, 3% hits
HOP-62: HOP-62 NSCLC. 80,000 compounds, 3.9% hits. AID 1794735
SR: SR leukemia cells; 73,000 compounds, 8.7% hits; AID 1794780
K-562: K-562 leukemia. 78,000 compounds, 7.4% hits. AID 1794777
HOP-92: HOP-92 NSCLC cells; 71,000 compounds, 6.3% hits
RPMI-8226: RPMI-8226 leukemia cells; AID 1794781; 77,000 compounds, 7.5% hits
CCRF-CEM: CCRF-CEM leukemia | AID 1794778 | 77,000 compounds, 7% hits
MOLT-4: MOLT-4 leukemia cells; 80,000 compounds, 6.9% hits; AID 1794779
* hit, by the source's call; · = no result given; [ ] = another dose, or the depositor's remark. Rule for the calls: active = growth percent below 10; inactive = the rest. Compounds were not picked by outcome; 13% or so of the library scored in one or more.

SMILES | EKVX | HOP-62 | SR | K-562 | HOP-92 | RPMI-8226 | CCRF-CEM | MOLT-4
O=S(=O)(Nc1nnc(-c2cc(O)c(O)c(O)c2)s1)c1ccccc1 | · | 95 | 94 | 93 | · | 95 | 89 | 92
COc1ccc(-c2nc(SC)nc(Cl)c2C#N)cc1 | 101 | 100 | 17 | 58 | 106 | 104 | 53 | 60
CCn1c(/C(C#N)=C/c2c(Cl)cncc2Cl)nc2ccccc21 | 91 | 165 | 52 | 99 | 74 | 42 | 49 | 71
COC(=O)c1cc(-c2ccccn2)[nH]c(=O)c1C#N | 97 | 99 | · | 107 | 100 | 111 | 103 | 113
OC(COc1cccc2ccccc12)CN1CCN(c2ccccc2Cl)CC1 (stereo unspecified) | 102 | 88 | 78 | 99 | 75 | · | · | 107
CC(C)(C)CC(C)(C)Nc1c(-c2ccc3c(c2)OCO3)nc2cnccn12 | 80 | 98 | 73 | 72 | 70 | 70 | 89 | 69
C=C(C)[C@@H]1CCC[C@]2(COS(=O)(=O)c3ccc(C)cc3)CC[C@]3(C)[C@@H](CC[C@@H]4[C@@]5(C)CCCNC(C)(C)[C@@H]5CC[C@]43C)[C@@H]12 | 9.8* | 69 | -46* | -33* | 19 | -15* | 1.2* | -11*
Cc1nc(Cl)c([C@H](O)COS(N)(=O)=O)s1 | 97 | 96 | 104 | 98 | 100 | 114 | 108 | 101
C=CCn1c(-c2ccc(-c3nc4ccc(C)cc4[nH]3)cc2)n[nH]c1=S | 94 | 98 | · | · | 117 | · | 87 | 97
COc1ccc2c(c1)CC/C(=C\c1cccnc1OC)C2=O | 88 | 97 | 66 | · | 87 | 88 | 98 | 73
Clc1ccc(/C=N\N=C\c2ccc(Cl)c(Cl)c2)cc1Cl | 111 | 96 | 103 | 89 | 89 | 102 | 83 | 93
CC(=O)Oc1cc(C)c(OC(C)=O)c(C)c1C | 96 | 102 | 118 | 91 | 112 | 92 | 100 | 109
Cc1cccc(-[n+]2noc(N)n2)c1 | 68 | 87 | · | 20 | 65 | 68 | · | 73
COc1cc(NC(=O)CSc2nc3ccc(C)cc3c(=O)n2Cc2ccccc2)cc(OC)c1OC | 85 | 45 | · | · | 0.6* | · | 94 | ·
COc1ccc(OC)c(NCc2ccccc2)c1 | 97 | 89 | 73 | 102 | 100 | 98 | 101 | 89
C[Si]1(C)N[Si](C)(C)N[Si](C)(C)N1 | 109 | 119 | 107 | 111 | · | 97 | 85 | 103
CCCCOP(=O)(OCCCC)C(CC(=O)N(CCCC)CCCC)C(=O)N(CCCC)CCCC (stereo unspecified) | · | 86 | 42 | 58 | · | 46 | · | 51
COc1ccc(-c2cc(NC(=O)Nc3ccccn3)no2)cc1 | 87 | 94 | · | 105 | 98 | 98 | 101 | 99
C=C(C)[C@@H]1CC[C@]2(COC(=O)c3cccnc3)CC[C@]3(C)[C@H](CC[C@@H]4[C@@]5(C)CCCN(C(=O)c6cccnc6)C(C)(C)[C@@H]5CC[C@]43C)[C@@H]12 | 50 | 61 | 11 | 14 | 33 | 14 | 25 | 24
CC1(C)NC2=C(C(Nc3cccnc3)N1)C(c1ccc(Cl)cc1Cl)C(C(=O)c1ccc(N=[N+]=[N-])cc1)O2 (stereo unspecified) | 95 | 109 | 99 | 93 | 103 | 108 | 103 | 99
O=c1c2cc(Cl)ccc2oc2oc3cc(O)c(O)cc3c12 | 93 | 90 | 92 | 90 | 93 | 91 | 91 | 86
CCOC(=O)c1c(C)nc2c(c1N)/C(=C/c1cccs1)C(=O)N2Cc1ccc(C(F)(F)F)cc1 | 86 | 107 | 36 | 38 | 39 | 71 | 71 | 60
COC(=O)C(Cc1ccc(Cl)c(Cl)c1)n1cc(-c2ccccc2)nn1 (stereo unspecified) | 101 | 99 | 80 | · | 89 | 92 | 83 | 91
Cn1c2c(cc(S(=O)(=O)c3ccccc3)c1=O)CCc1c-2cnn1-c1cccc(Cl)c1 | · | 95 | 78 | 73 | 45 | 83 | 91 | 86
CCCCCCCCCCCCCCCCOc1ccc(C(=O)CC(=O)OC)cc1 | 95 | 125 | 94 | 90 | · | 75 | 78 | 99
COC(=O)c1ccc(C(=O)OC)c([N+](=O)[O-])c1 | 96 | 98 | 91 | 89 | 87 | 103 | 105 | 98
COc1ccc(OC)c(/C=C/c2nc(SC)n(-c3ccc(Cl)cc3)n2)c1 | 61 | 90 | 42 | 31 | · | · | 71 | 73
COc1ccc2c(CCCCC(c3ccccc3)c3ccccc3)c3[n+](cc2c1OC)CCc1cc2c(cc1-3)OCO2 | -32* | -43* | -36* | -7.7* | -73* | -33* | 5.5* | -21*
CCCCC(CC)COC(=O)C[N+](C)(C)CCOC(c1ccccc1)c1ccccc1 (stereo unspecified) | 58 | 61 | -30* | 15 | -12* | -61* | 20 | 41
OCc1nnn(-c2ccccc2)c1CO | 121 | 110 | 104 | 132 | · | 101 | 102 | 106
CN(C)c1ccccc1C(=O)NNC(=S)Nc1ccccc1 | · | 87 | 98 | 98 | · | 94 | · | 102
O=C1Nc2ccc(C(=O)O)c(O)c2C1=O | 98 | 97 | 105 | 107 | 97 | · | 95 | 110
CCC1(C2=CCCCC2)C(=O)NC(=S)N=C1N (stereo unspecified) | 105 | 111 | 74 | 110 | 101 | 110 | 112 | 82
CC(=O)C1=NN(c2ccc(Cl)cc2)C(=O)CN1C | 96 | 103 | 102 | 114 | 107 | 115 | 104 | 107
Nc1ccc(Nc2ccccc2)c(N)c1 | 89 | 116 | · | 41 | 62 | 75 | 68 | 46
COc1ccc(Cc2noc(-c3cc(OC)c(OC)c(OC)c3)n2)cc1 | · | 102 | 86 | 96 | 86 | 92 | 96 | 94
COC1=CC(c2ccc[nH]2)=N/C1=C\c1[nH]c(C)c(C(=O)OCc2ccccc2)c1C | -34* | -43* | 9.7* | 2.6* | -26* | -18* | 13 | -7.7*
C[C@@H](O)[C@H](N)C(=O)O | 105 | 109 | 102 | 104 | 87 | 95 | 96 | 105
CNc1nc(C)nc(NC)n1 | 104 | 104 | 103 | 105 | 98 | 110 | · | 102
CC(=O)NC(CCCCNC(=O)CSCCNC(=O)CCNC(=O)[C@H](O)C(C)(C)COP(=O)(O)OP(=O)(O)OC[C@H]1O[C@@H](n2cnc3c(N)ncnc32)[C@H](O)[C@@H]1OP(=O)(O)O)C(=O)NC(Cc1ccc(O)cc1)C(=O)NCC(=O)NC(CCCNC(=N)N)C(=O)NC(CCCCN)C(=O)NC(CCCCN)C(=O)NC(CCCNC(=N)N)C(=O)NC(CCCNC(=N)N)C(=O)NC(CCC(N)=O)C(=O)NC(CCCNC(=N)N)C(=O)NC(CCCNC(=N)N)C(=O)NC(CCCNC(=N)N)C(=O)O (stereo partly specified) | · | 106[2.5 µM] | · | 106[2.5 µM] | 128[2.5 µM] | 98[2.5 µM] | 124[2.5 µM] | 80[2.5 µM]

Structural class, the entries above containing two or more sulfur atoms
SMILES | EKVX | HOP-62 | SR | K-562 | HOP-92 | RPMI-8226 | CCRF-CEM | MOLT-4
O=S(=O)(Nc1nnc(-c2cc(O)c(O)c(O)c2)s1)c1ccccc1 | · | 95 | 94 | 93 | · | 95 | 89 | 92
Cc1nc(Cl)c([C@H](O)COS(N)(=O)=O)s1 | 97 | 96 | 104 | 98 | 100 | 114 | 108 | 101

Going on with the list:
SMILES | EKVX | HOP-62 | SR | K-562 | HOP-92 | RPMI-8226 | CCRF-CEM | MOLT-4
CC1(C)[C@@H](O)CC[C@]2(C)[C@H]3CC[C@@H]4[C@H]5[C@H](C(=O)/C=C\c6ccncc6)CC[C@]5(O)CC[C@@]4(C)[C@]3(C)CC[C@@H]12 | 43 | 90 | 4.3* | 9.4* | 92 | 12 | 8.7* | 28
C=CCn1c(SCC(=O)NCc2cc(C)c(O)c(C)c2)nc2ccc(Cl)cc2c1=O | 111 | 101 | -34* | 59 | 82 | -100* | 86 | 82
COc1ccc(-c2cc(-c3cccnc3)nc3sc4c(=O)[nH]c(-c5ccc(Cl)cc5)nc4c23)cc1OC | 90 | 88 | 88 | 86 | 75 | 89 | 80 | 38
COc1ccc(S(=O)(=O)NCCCNc2nccc(-c3cn(C(C)(C)C)nc3-c3ccc(F)c(OC)c3)n2)cc1 | 84 | 97 | 64 | 77 | 95 | 107 | 106 | 65
CCN(CC)CCN1C(=O)c2cccc3c(/C=C/CN4C(=O)c5cccc6cccc(c56)C4=O)ccc(c23)C1=O | 106 | 89 | 39 | 20 | 88 | 26 | 25 | 63
O=C(Oc1ccc(Cl)cc1Cl)c1cccs1 | 102 | 104 | 91 | 81 | 98 | 97 | 90 | 64
COc1ccc(/C(C)=C(\c2ccc(Cl)cc2)c2ccc(OCCN3CCCC3)cc2)cc1 | 61 | 59 | -22* | -1.6* | 56 | -20* | 29 | 23
O=C(Nc1nc(-c2ccc(F)cc2)cc(-c2ccc(Cl)cc2)n1)c1ccncc1 | 91 | 96 | 101 | 83 | 70 | 82 | 94 | 90
Oc1ccc2ccccc2c1CN(Cc1ccccc1)Cc1cc(Cl)cc(Cl)c1O | 98 | 88 | 100 | 96 | 92 | 97 | 99 | 94
COc1cc(-c2ccc(N=Nc3ccc4c(S(=O)(=O)O)ccc(N)c4c3O)c(OC)c2)ccc1N=Nc1ccc2c(S(=O)(=O)O)ccc(N)c2c1O | · | 86 | 146 | 121 | · | 115 | 105 | 122
O=S(=O)(NCCCNc1nccc(-c2c(-c3ccc(F)c(O)c3)nc3sccn23)n1)c1ccc(F)cc1 | 31 | 20 | -7.4* | 3.4* | 6.2* | -48* | -13* | -3.9*
O=[N+]([O-])C1CC2C=CC1C2 (stereo unspecified) | 93 | 93 | 92 | 101 | 110 | 111 | · | 96
CCC(=O)OC1=C(C)SC2=NC(c3ccc(N)cc3)=CC(c3ccc(Cl)cc3)N21 (stereo unspecified) | · | 107 | 94 | 92 | 62 | 85 | 87 | 84
C[C@]1(O)C(=O)[C@@]2(C)C[C@H](O)[C@@]3(F)[C@@H](CCC4=CC(=O)C=C[C@@]43C)[C@@H]2C[C@H]1O | 86 | 84 | · | 108 | 122 | 93 | 86 | 99
O=S(=O)(Cc1ccccc1)C(c1ccccc1)S(=O)(=O)Cc1ccccc1 | · | 99 | 93 | 88 | 84 | 97 | 93 | 89
CCN(C(C)=O)c1ccc([N+](=O)[O-])cc1 | · | 95 | 97 | 107 | 99 | 94 | 99 | 96
CCOC(=O)c1ccc(N=NC2C(=O)N(c3ccccc3)N=C2C)cc1 (stereo unspecified) | · | 76 | 85 | 89 | · | 88 | 90 | 93
CCOC(=O)C1=C(O)CSC1=Nc1ccc(N=C2SCC(O)=C2C(=O)OCC)cc1 | 115 | 98 | 96 | 98 | 90 | 83 | 87 | 103
Clc1ncnc2c1ncn2Cc1ccccc1 | 97 | 106 | 109 | 103 | 85 | 108 | 108 | 103
CC(=O)CC(=O)Nc1ncccn1 | 96 | 93 | 99 | 110 | 86 | 101 | 92 | 100

Ordered by length of the SMILES (rising): 4 of the compounds above
SMILES | EKVX | HOP-62 | SR | K-562 | HOP-92 | RPMI-8226 | CCRF-CEM | MOLT-4
C[C@@H](O)[C@H](N)C(=O)O | 105 | 109 | 102 | 104 | 87 | 95 | 96 | 105
CN(C)c1ccccc1C(=O)NNC(=S)Nc1ccccc1 | · | 87 | 98 | 98 | · | 94 | · | 102
COc1ccc(Cc2noc(-c3cc(OC)c(OC)c(OC)c3)n2)cc1 | · | 102 | 86 | 96 | 86 | 92 | 96 | 94
CCCCC(CC)COC(=O)C[N+](C)(C)CCOC(c1ccccc1)c1ccccc1 (stereo unspecified) | 58 | 61 | -30* | 15 | -12* | -61* | 20 | 41

The listing continues.
SMILES | EKVX | HOP-62 | SR | K-562 | HOP-92 | RPMI-8226 | CCRF-CEM | MOLT-4
O=C1C2Sc3[nH]c(=O)sc3C(CCc3ccccc3)C2C(=O)N1c1ccc(Cl)cc1 (stereo unspecified) | 100 | 106 | 99 | 95 | 109 | 97 | 109 | 111
CCOC(=O)c1nc(Nc2ccc(C(C)=O)cc2)sc1C | 98 | 105 | · | 99 | 108 | 103 | 100 | 98
CN(C(=O)c1ccccc1)c1ccccc1 | 103 | 94 | 96 | 87 | 105 | 94 | 91 | 90
C=CC[n+]1ccccc1 | 109 | 113 | 92 | 102 | · | 106 | 103 | 106
CCOC(=O)C1=C(N)Oc2c(sc3c(CC)cccc23)C1c1ccc(Cl)cc1 (stereo unspecified) | 97 | 87 | 105 | 98 | 93 | · | 105 | 102
COC(=O)CCNc1ccccc1 | 108 | 82 | 131 | · | 86 | 106 | 89 | 125
CC[C@H](C)[C@@H](C(=O)OC)n1cc(CNC(=O)[C@@H](Cc2ccccc2)NC(=O)OCc2ccccc2)nn1 | 93 | 103 | 103 | 96 | 96 | 90 | 85 | 69
CCN(CC)c1ccc(C=O)c(OCc2cn(CC(=O)Nc3ccc(OC)cc3)nn2)c1 | 114 | 108 | 96 | 103 | 110 | 118 | 109 | 108
C[C@H]1[C@H]2[C@H]3CC[C@@H]4[C@@]5(C)CC[C@H](O)C(C)(C)[C@@H]5CC[C@@]4(C)[C@]3(C)CC[C@]23CO[C@]1(C)[C@@H](C(=O)/C=C\c1ccco1)C3 | 105 | 104 | · | · | 65 | 106 | 101 | ·
CC(=O)/C(=C\c1ccc(Cl)c(Cl)c1)C(=O)CCN(C)C | · | 108 | 86 | 121 | · | 93 | 83 | 105
COc1ccc(CCNC(=O)CC(C)=O)cc1 | · | 95 | · | 96 | 95 | 114 | 98 | 98
C=C1[C@]2(C)CC3[C@@]4(C)CC[C@H](O)C(C)(C)C4CC[C@@]3(C)[C@@]1(C(=O)OC)C=C(C)C2=O (stereo partly specified) | 93 | 105 | 82 | 88 | 88 | 79 | 84 | 90
CSc1nc2c(c(=O)[nH]1)C1(C(=O)N(Cc3ccccc3)c3ccccc31)c1c(nc(SC)[nH]c1=O)N2 | 96 | 102 | 81 | 118 | 90 | 116 | 106 | ·
